MEKK3 PB1 HTS – modulators (inhibitors or enhancers) of MEK5 binding to human MEKK3 PB1 domain; 1.4% of 290,000 active; binding response (% of control), % at 10 µM; Q99759; bead-based flow cytometry, Alexa488-MEK5 binding to MEKK3; actives lie on both sides; 0 = blocked by unlabeled MEK5, 100 = vehicle;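 active = binding response more than 3 SD above or below the average of its plate-row segment, actives on both sides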;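 note: Alexa488 bead fluorescence after subtracting the streptavidin-only scavenger bead signal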
GalR3 antag – blocks the human galanin receptor 3; O60755; HEK293 GalR3-CNG cAMP membrane potential fluorescence; galR3 body fused to GalR1 C-terminus; inhibition, % at 3 µM; 0.44% of 360,000 active; AID 651719;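 active = inhibition above the screen-wide average plus 3 SD, cut at about 13% in these data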;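 note: forskolin and galanin both at EC90 stimulate the cells; cAMP rise reported by CNG channel membrane potential dye signal; 0% = forskolin plus galanin with DMSO and 100% = forskolin alone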
NALP1 yeast inh – NALP1 inhibition | S. cerevisiae NALP1/ASC/caspase-1 growth, X-gal OD620, 72 h | inhibition, % at 10 µM | 0.61% of 280,000 active | AID 2071; in the data active = inhibition mostly above about 24%, no sharp cut-off; inactive = mostly below about 32%; note: some compounds called inactive have numbers as strong as hits
GPR7 antagonist – blocks human GPR7 receptor signaling | P48145 | GPR7-expressing cells, fluorescence antagonist assay | inhibition, % at 4.4 µM | 1.1% of 290,000 active | AID 1861; in the data active = inhibition above about 16%, passing the limit was not always enough;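 note: cells stimulated with the agonist NPW; 0% = agonist with vehicle and 100% = vehicle without agonist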
Target sequence (P48145 whole entry, looked up): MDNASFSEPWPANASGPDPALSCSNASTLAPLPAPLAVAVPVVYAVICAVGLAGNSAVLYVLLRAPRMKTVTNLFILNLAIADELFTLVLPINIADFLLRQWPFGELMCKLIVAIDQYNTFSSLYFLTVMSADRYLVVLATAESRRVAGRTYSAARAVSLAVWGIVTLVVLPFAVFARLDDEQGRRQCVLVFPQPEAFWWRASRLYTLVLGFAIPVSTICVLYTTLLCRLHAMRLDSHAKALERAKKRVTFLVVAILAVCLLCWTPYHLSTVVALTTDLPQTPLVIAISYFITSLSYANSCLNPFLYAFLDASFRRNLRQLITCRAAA
MEKK2 WT-MEK5 – raises or lowers MEK5 binding to wildtype human MEKK2 PB1 domain. Q9Y2U5. bead flow cytometry, Alexa488-MEK5 binding to MEKK2 WT; actives lie on both sides. binding response (% of control), % at 10 µM. 1.1% of 290,000 active. AID 1531; in the data active = binding response below about 67% or above about 130%
V1aR counter – counter-screen for oxytocin receptor agonists: human V1a receptor agonists; CHO-V1R cells, Fluo-8 calcium fluorescence, agonist mode; 0% DMSO, 100% 3 nM vasopressin; activation, % at 3 µM; P37288; 0.25% of 320,000 active;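 active = activation above the mean activation of all tested compounds plus 3 SD, per screening run, cut at about 20% in these data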;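 note: signal is peak over basal fluorescence ratio across a 100 second FLIPR read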
OXTR agonist – human OXTR agonism. P30559. CHO-OTR cells, Fluo-8 calcium fluorescence; normalized: DMSO 0%, oxytocin 100%. activation, % at 3 µM. 0.32% of 320,000 active. AID 2435;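 active = activation above the mean of all tested compounds plus 3 SD, cutoff set per screening run, cut at about 20% in these data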;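 note: peak over basal fluorescence ratio from a 100 s FLIPR kinetic read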
Target sequence (P30559 whole entry, looked up): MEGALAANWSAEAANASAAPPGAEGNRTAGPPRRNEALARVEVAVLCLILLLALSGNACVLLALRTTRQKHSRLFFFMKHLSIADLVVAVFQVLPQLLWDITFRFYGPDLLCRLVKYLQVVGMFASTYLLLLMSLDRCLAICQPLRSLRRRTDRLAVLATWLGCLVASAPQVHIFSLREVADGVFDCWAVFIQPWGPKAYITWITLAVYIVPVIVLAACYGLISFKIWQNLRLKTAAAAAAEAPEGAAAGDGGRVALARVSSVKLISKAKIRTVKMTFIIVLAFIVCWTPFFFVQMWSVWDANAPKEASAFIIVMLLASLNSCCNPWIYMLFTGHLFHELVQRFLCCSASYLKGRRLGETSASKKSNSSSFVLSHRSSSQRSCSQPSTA
MEKK2 mut-MEK5 – signal of MEK5 binding to mutant human MEKK2 PB1 domain | bead flow cytometry, Alexa488-MEK5 binding to MEKK2 mutant | percent response, % at 10 µM | 0.35% of 290,000 active | AID 1530; in the data active = percent response above about 24%, passing the limit was not always enough; note: inactives centre near 1; some results filed as inactive read as strong as hits; reference of the scale not given here
PHOSPHO1 block – PHOSPHO1 (human) inhibition. 1.1% of 290,000 active. recombinant PHOSPHO1, absorbance phosphatase assay. inhibition, % at 13.3 µM. AID 1565. Q8TCT1; in the data active = inhibition above about 60%
Target sequence (Q8TCT1 whole entry, looked up): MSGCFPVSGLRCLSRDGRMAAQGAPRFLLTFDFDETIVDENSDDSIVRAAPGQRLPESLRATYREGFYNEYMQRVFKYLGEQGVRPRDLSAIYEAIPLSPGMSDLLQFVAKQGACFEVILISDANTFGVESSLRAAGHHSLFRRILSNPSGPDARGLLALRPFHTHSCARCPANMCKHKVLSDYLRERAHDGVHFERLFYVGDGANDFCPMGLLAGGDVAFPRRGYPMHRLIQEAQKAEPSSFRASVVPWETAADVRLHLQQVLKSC
* hit, by the source's call; . = not tested or not shown; [ ] = another dose, or the depositor's remark.

| Compound | MEKK3 PB1 HTS | GalR3 antag | NALP1 yeast inh | GPR7 antagonist | MEKK2 WT-MEK5 | V1aR counter | OXTR agonist | MEKK2 mut-MEK5 | PHOSPHO1 block |
| --- | --- | --- | --- | --- | --- | --- | --- | --- | --- |
| COc1cccc(CNC(=O)C2CCC(=O)N(CCc3cccc(F)c3)C2)c1 (configuration not stated) | 101 | -1 | 17 | -12 | 108 | -0.4 | 0.1 | 4 | 32 |
| CCN(CC)CCNC(=O)c1ccc2c(=O)n(CCc3ccccc3)c(=O)[nH]c2c1 | 125* | -3 | -10 | -15 | 135* | 1.5 | -0.1 | 13 | 21 |
| O=C(NC1CCCC1)C(c1ccccn1)N(C(=O)c1csnn1)C1CC1 (configuration not stated) | 99 | -2 | 45 | -8 | 101 | -0.9 | -0.2 | 1 | 18 |
| CN(C)c1ccc(NC(=O)COC(=O)c2cc(Cl)ccc2[N+](=O)[O-])cc1 | 115 | 0 | 49 | -7 | 111 | 0.6 | -0.2 | 0 | 0 |
| O=C(O)c1ccc(Cn2cnc3sc4c(c3c2=O)CCCC4)cc1 | 97 | -4 | 11 | 6 | 97 | 2.1 | 2.3 | -5 | 6 |
| COc1cc2c(cc1NC(=O)COC(=O)c1ccccc1)oc1ccccc12 | 115 | . | 22 | -3 | 111 | -1.0 | -0.4 | -1 | 8 |
| Cc1nnc(N/N=C/C(C)c2ccccc2)[nH]c1=O (configuration not stated) | 103 | 1 | -21 | -17 | 102 | 0.3 | 1.9 | 7 | 28 |
| COc1ccc2cc(OCC(=O)NNC(=O)Nc3ccc(F)cc3)ccc2c1 | 97 | -3 | 32 | 3 | 98 | 1.8 | -0.3 | 2 | 22 |
| O=C(O)c1ccccc1/C=N/NC(=O)C1CCCCC1 | 78 | -5 | . | -16 | 74 | 1.1 | 1.2 | -29 | 38 |
| COCCCNC(=O)COc1cc(C)c(Cl)c(C)c1 | 99 | -1 | 34* | -10 | 99 | 0.1 | -0.3 | 0 | -26 |

Shown as a hit in MEKK2 WT-MEK5, of those listed so far:
| compound | MEKK3 PB1 HTS | GalR3 antag | NALP1 yeast inh | GPR7 antagonist | MEKK2 WT-MEK5 | MEKK2 mut-MEK5 | PHOSPHO1 block |
| --- | --- | --- | --- | --- | --- | --- | --- |
| CCN(CC)CCNC(=O)c1ccc2c(=O)n(CCc3ccccc3)c(=O)[nH]c2c1 | 125* | -3 | -10 | -15 | 135* | 13 | 21 |

(listing goes on)
| Compound | MEKK3 PB1 HTS | GalR3 antag | NALP1 yeast inh | GPR7 antagonist | MEKK2 WT-MEK5 | V1aR counter | OXTR agonist | MEKK2 mut-MEK5 | PHOSPHO1 block |
| --- | --- | --- | --- | --- | --- | --- | --- | --- | --- |
| C=CCn1c(CC(=O)Nc2cccc(OC)c2)nnc1SCC(=O)NC1CCCCC1 | 97 | -6 | . | 4 | 99 | 0.2 | -1.0 | 3 | 27 |
| CCCN1CCC(=O)N(CCSc2ccc(NC(C)=O)cc2)CC1 | 71*[inhibitor] | -6 | -3 | . | 108 | 0.8 | -0.5 | 1 | 22 |
| O=C1/C(=C/c2ccncc2)Oc2cc(OS(=O)(=O)c3ccccc3)ccc21 | 102 | -6 | 19 | -1 | 101 | -1.1 | -2.2 | 1 | 20 |
| O=[N+]([O-])c1ccc(N2CCN(c3ccccc3Cl)CC2)cn1 | 98 | -5 | 2 | 8 | 97 | 3.1 | -0.6 | 0 | 15 |
| CC(CCC(=O)O)C1CCC2C3C(O)CC4CC(O)CCC4(C)C3CC(O)C12C (configuration not stated) | 100 | -1 | -2 | -18 | 100 | 0.3 | 0.3 | 3 | 0 |
| COc1ccc(CN2CCNC(=O)C2CC(=O)NCCCn2nnc3ccccc32)cc1C (configuration not stated) | 100 | 4 | 0 | -13 | 107 | 0.8 | -0.5 | 4 | 12 |
| CN1CCN(CCCNC(=O)c2ccc(NC(=O)C3=CSCCO3)cc2)CC1 | 96 | -7 | 17 | -11 | 101 | 0.8 | 0.2 | 0 | 32 |
| Brc1ccc(OCc2nnc(SCC3CCCCC3)o2)cc1 | 105 | 0 | 16 | -3 | 103 | 2.0 | -0.9 | -1 | 4 |
| N=C1C(c2ccccc2)=C(O)CN1c1cccc(O)c1 | 105 | -3 | 11 | -11 | 112 | 1.5 | 0.7 | 13 | 8 |
| O=C(CSCc1ccccc1Br)N/N=C/c1ccc(OCC(=O)N2CCCCC2)cc1 | 96 | 1 | 30 | -9 | 103 | 4.6 | 4.1 | 10 | 6 |
| CN(Cc1ccccc1)C(=O)CCn1c(=O)c2cccn2c2cccnc21 | 105 | -4 | 24 | 1 | 109 | 1.2 | 2.5 | 3 | -10 |
| O=C(c1ccccc1NS(=O)(=O)c1ccc(F)cc1)N1CCc2ccccc21 | 102 | 1 | 16 | -7 | 104 | 24* | -1.5 | 0 | 33 |
| Cc1c(Cl)cccc1NC(=S)NC1CCN(Cc2ccccc2)CC1 | 100 | -6 | 20 | -1 | 126 | 4.8 | 12 | 23 | 0 |
| CC(=O)Nc1cc2c(cc1NC(=O)Cn1nc(-c3ccccc3F)ccc1=O)OCCO2 | 105 | -8 | 10 | -6 | 103 | 0.5 | -0.1 | 3 | 9 |
| CCOC(=O)c1c(C)[nH]c(C)c1C(=O)CSc1nnc(N)s1 | 109 | -4 | 6 | 0 | 102 | -0.1 | -1.1 | -1 | 32 |
| Cc1ccc2nc(Cl)c(CN(Cc3cccs3)C(=O)C3CC3)cc2c1 | 95 | -5 | 25 | -1 | 100 | -1.8 | -1.4 | -1 | -10 |
| CCOc1ccc(NC(=O)CCNS(=O)(=O)c2ccc3c(c2)oc(=O)n3C)cc1 | 105 | 4 | 14 | -2 | 108 | 0.2 | 0.7 | 5 | 17 |
| Oc1ccccc1CN1CCCC(N2CCN(c3cccc(C(F)(F)F)c3)CC2)C1 (configuration not stated) | 107 | -11 | 19 | -10 | 117 | 5.0 | 6.8 | 4 | 8 |
| O=C(O)c1ccc(COc2ccc(Cl)cc2)o1 | 108 | 0 | 7 | -10 | 102 | 0.6 | 0.1 | -2 | -23 |
| COCCNC(=O)CCn1c(=O)oc2ccccc21 | 104 | -3 | -2 | -4 | 96 | 1.8 | -0.3 | -5 | -8 |
| O=C(COc1ccc(Br)cc1)Nc1ccccc1N1CCCC1 | 107 | -5 | -11 | -4 | 107 | 0.4 | -2.1 | 0 | 48 |
| CC(C)CCC(C)NC(=O)CN1C(=O)NC(C)(c2ccc3ccccc3c2)C1=O (configuration not stated) | 105 | -1 | 15 | -12 | 104 | 2.6 | -0.6 | 9 | 28 |
| CCOC(=O)C1CCN(C(=O)Nc2ccc3oc(C)nc3c2)CC1 | 87 | -4 | 9 | -9 | 89 | -0.1 | 0.0 | -13 | -11 |
| CCOc1ccc(C2C(C(=O)O)CCC(=O)N2C2CCCCC2)cc1 (configuration not stated) | 100 | -1 | 14 | 0 | 95 | -0.7 | 0.0 | -2 | -4 |
| O=C(Nc1ccccc1)Nc1nnc(Cc2ccc([N+](=O)[O-])cc2)s1 | 90 | -9 | 26 | 5 | 97 | 3.2 | 1.4 | -1 | 0 |
| COC(=O)c1sccc1NC(=O)CSc1ccc(Cl)cc1 | 101 | -5 | -7 | -13 | 97 | 2.6 | -1.6 | 1 | 8 |
| CCOc1ccc(CNC(=S)N/N=C/c2cccnc2)cc1 | 97 | -2 | 26 | 6 | 101 | -0.2 | -1.2 | -2 | 7 |
| Clc1ccc(C2=Nn3c(nnc3-c3n[nH]c4c3CCC4)SC2)cc1Cl | 99 | -1 | -4 | -1 | 88 | -0.6 | -2.1 | -2 | -1 |
| Cc1ccc(S(=O)(=O)Nc2c(C)n(C)n(-c3ccccc3)c2=O)cc1C(=O)NCc1ccccn1 | 106 | -2 | 7 | -6 | 108 | 0.7 | 0.8 | 2 | -23 |
| Cc1ccc(S(=O)(=O)c2ccc(-n3nc(C)cc3N)cc2)cc1 | 123 | -1 | -5 | 5 | 108 | 0.8 | 1.2 | -2 | -9 |
| Cc1ccc(S(=O)(=O)N2CCCCCC2)cc1[N+](=O)[O-] | 103 | -4 | -12 | -4 | 99 | -1.9 | -2.8 | -2 | -9 |
| N#Cc1cccc(NC(=O)COc2ccc(-n3ccnc3)cc2)c1 | 100 | -2 | 13 | 24* | 98 | 6.8 | 11 | 2 | 7 |
| COc1ccc2oc(C(=O)C3CC3)c(N)c2c1 | 117 | -3 | -1 | -2 | 118 | -1.3 | -1.2 | 12 | 24 |
| O=C(CSc1nnc(NC(=O)C2CC2)s1)NCc1cccs1 | 92 | -6 | -18 | -11 | 94 | -0.7 | -0.7 | -1 | 20 |
| CN(C(=O)Nc1ccccc1)C1CCS(=O)(=O)C1 (configuration not stated) | 104 | 1 | -18 | -2 | 110 | 0.2 | 1.3 | 5 | -10 |
| CC(C)Cc1nc2n[nH]c(N)c2c2c1COC(C)(C)C2 | 103 | -4 | 10 | -7 | 104 | -0.2 | -0.4 | 1 | 6 |
| COc1cc([N+](=O)[O-])ccc1NC(=O)COC(=O)c1ccc(NC(N)=O)cc1 | 107 | -3 | . | -5 | 94 | 1.7 | 0.5 | 4 | -10 |
| CC(=O)Nc1ccc(NS(=O)(=O)c2ccc3c(c2)n(C)c(=O)n3C)cc1 | 100 | -3 | 4 | -5 | 105 | 0.4 | 1.0 | 2 | 24 |
| CCN(CC)CCN(Cc1cc2cccc(C)c2[nH]c1=O)C(=S)Nc1ccccc1 | 105 | -3 | -5 | -1 | 113 | 1.6 | 1.4 | 4 | 28 |
| O=C(NC(c1ccccc1)c1c(O)ccc2ccccc12)c1ccccc1Cl (configuration not stated) | 98 | -4 | 2 | 2 | 101 | -0.2 | -0.5 | 1 | 26 |
| Cc1ccc(C)c(OCCCN2CCc3ccccc3C2)c1 | 98 | -8 | 13 | -7 | 117 | -0.5 | -0.3 | 7 | -21 |
| CC(C)CN(C(=O)c1cccc(Cl)c1)c1c(N)n(CC(C)C)c(=O)[nH]c1=O | 102 | -7 | 11 | -10 | 99 | 0.4 | -0.4 | 1 | 20 |
| O=[N+]([O-])c1cccc(-n2nnnc2CNCc2ccccc2)c1 | 87 | -1 | . | -4 | 88 | 0.9 | 0.9 | -26 | 32 |
| COc1ccc(NC(=O)Nc2ccc3nsnc3c2)cc1 | 103 | -14 | 10 | 2 | 107 | 12 | 14 | 3 | 42 |
| COc1ccc(NC(=S)NNC(=O)c2ccc(S(=O)(=O)N3CCOCC3)cc2)cc1 | 101 | 5 | -15 | 15 | 95 | -0.1 | 0.5 | -5 | -165 |
| CCOC(=O)c1ccc(Nc2cc(C)nc3ncnn23)cc1 | 104 | -4 | -1 | -4 | 105 | 0.0 | -1.2 | 12 | 9 |
| O=C(Nc1cc(S(=O)(=O)N2CCCCC2)ccc1N1CCCCC1)c1ccncc1 | 103 | -8 | . | -8 | 105 | -0.6 | -0.6 | 2 | 6 |
| CCOC(=O)CSC1=Nc2ccccc2C2=NC(CC(=O)NCc3ccc4c(c3)OCO4)C(=O)N12 (configuration not stated) | 101 | -5 | 7 | 2 | 100 | -0.8 | -0.7 | 0 | 24 |
| c1ccc(-c2nnc3sc(-c4ccncc4)nn23)cc1 | 103 | 5 | -3 | 0 | 103 | 0.0 | 0.8 | 13 | -7 |
| CCOC(=O)c1oc2ccccc2c1NC(=O)c1ccc(S(=O)(=O)N2CCCC2)cc1 | 115 | -8 | 4 | -2 | 114 | -0.5 | -1.2 | 7 | -4 |
| COCCCn1c(SCC(=O)NC(C)(C)C)nnc1-c1cccs1 | 83 | 2 | . | -13 | 86 | 0.0 | -0.2 | 2 | 25 |
| CCOC(=O)c1cnc(SC2CCc3ccccc3C2=O)nc1N (configuration not stated) | 96 | -7 | -3 | -7 | 87 | 6.9 | -0.5 | -1 | 32 |
| COc1ccc(CN(C)CC(=O)Nc2ccc(SC(F)F)cc2)cc1OC | 103 | -5 | 10 | -14 | 101 | 2.8 | 3.9 | 2 | -10 |

Source: PubChem BioAssay
